Screening results as filed in PubChem BioAssay.
MITF inh: inhibitors of human MITF | O75030 | 650,000 compounds, 0.91% hits | AlphaScreen MITF homodimerization, bead proximity signal | inhibition, % at 2.6 µM; in the data active = inhibition above about 50%;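 note: 0% = vehicle wells with protein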
Target sequence (O75030 whole entry, looked up): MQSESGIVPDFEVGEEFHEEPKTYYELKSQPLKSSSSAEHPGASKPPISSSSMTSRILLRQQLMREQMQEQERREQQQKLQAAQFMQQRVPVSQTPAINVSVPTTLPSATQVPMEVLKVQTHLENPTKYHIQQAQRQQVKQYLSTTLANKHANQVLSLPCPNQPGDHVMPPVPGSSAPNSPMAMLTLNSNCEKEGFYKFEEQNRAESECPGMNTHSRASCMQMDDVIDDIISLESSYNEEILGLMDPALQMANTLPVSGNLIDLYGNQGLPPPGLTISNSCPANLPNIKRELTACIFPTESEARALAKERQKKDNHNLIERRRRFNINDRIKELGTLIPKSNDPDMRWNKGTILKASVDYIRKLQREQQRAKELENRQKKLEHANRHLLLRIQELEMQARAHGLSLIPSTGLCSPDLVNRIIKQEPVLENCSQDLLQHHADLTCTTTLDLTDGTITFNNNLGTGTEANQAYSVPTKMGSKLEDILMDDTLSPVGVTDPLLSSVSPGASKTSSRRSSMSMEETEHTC
TEAD-YAP block: TEAD-YAP interaction inhibition; 640,000 compounds, 1.4% hits; AID 1259422; inhibition, % at 9.12 µM; HEK-TIYL cells, TEAD-Gal4/YAP UAS-luciferase luminescence; in the data active = inhibition above about 32%;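 note: 0% = median of test compound wells and 100% = reference inhibitor wells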
GPR151 activ: human GPR151 activation; PathHunter beta-arrestin GPR151 cells, luminescence; activation, % at 11.2 µM; 650,000 compounds, 1% hits; in the data active = activation above about 4.9%;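 note: 0% = median of compound wells and 100% = cells with positive control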
Target sequence (Q8TDV0 whole entry, looked up): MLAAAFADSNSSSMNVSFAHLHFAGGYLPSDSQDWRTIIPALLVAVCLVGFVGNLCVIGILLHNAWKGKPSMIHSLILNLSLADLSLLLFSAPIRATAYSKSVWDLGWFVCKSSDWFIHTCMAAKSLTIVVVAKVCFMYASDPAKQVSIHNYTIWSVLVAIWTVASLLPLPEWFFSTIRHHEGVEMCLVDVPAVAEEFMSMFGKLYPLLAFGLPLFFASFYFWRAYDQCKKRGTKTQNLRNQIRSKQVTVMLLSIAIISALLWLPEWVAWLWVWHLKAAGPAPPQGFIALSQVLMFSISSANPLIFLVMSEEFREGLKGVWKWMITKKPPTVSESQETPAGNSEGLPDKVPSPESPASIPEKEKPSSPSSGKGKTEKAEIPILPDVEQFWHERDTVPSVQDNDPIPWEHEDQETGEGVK
FBW7 activator: activators of human E3 ligase FBW7; Q969H0; AlphaScreen FBW7–phospho-cyclin E peptide binding, activator screen; normalized activity (activation), % at 26.1 µM; 650,000 compounds, 0.13% hits; in the data active = normalized activity above about 1.9%;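 note: purified mutant Fbw7 with reduced substrate affinity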
An asterisk follows results filed as active.

Results for CSCCNC(=O)CC1C(=O)NCCN1CCc1ccccc1 (centres undefined) ?
MITF inh: 9; TEAD-YAP block: 2; GPR151 activ: 0.8; FBW7 activator: 0.0

What do the screens show for `COc1ccc(N2CCN(CCCNC(=O)Nc3ccc(SC)cc3)CC2)cc1`?
MITF inh: 15; TEAD-YAP block: -6; GPR151 activ: 0.4; FBW7 activator: -0.3

Results for CC(=O)Nc1ccc(N2C(=O)CC(Sc3nc4ccccc4s3)C2=O)cc1 (centres undefined) ?
MITF inh: -8; TEAD-YAP block: 8; GPR151 activ: 0.2; FBW7 activator: -0.1

Results for O=[N+]([O-])c1cc(CN2CCc3ccccc3C2)ccc1O ?
MITF inh: 17; TEAD-YAP block: -5; GPR151 activ: 0.2; FBW7 activator: 0.0

How did CC(C)(C)c1ccc(OCCCCCNCCO)cc1 do in these assays?
MITF inh: 9; TEAD-YAP block: -27; GPR151 activ: 0.0; FBW7 activator: 0.0

Results for O=C(Cc1cccs1)N1CCC(c2nc3ccccc3[nH]2)CC1 ?
MITF inh: 18; TEAD-YAP block: -5; GPR151 activ: -0.9; FBW7 activator: 0.3

How did CSc1ccc(CN2CCN(S(=O)(=O)c3ccccc3)CC2)cc1 do in these assays?
MITF inh: -6; TEAD-YAP block: 3; GPR151 activ: 1.1; FBW7 activator: -0.1

What do the screens show for `O=P1(N/N=C/c2ccc(F)cc2)C=C(c2ccccc2)OC(c2ccccc2)=C1`?
MITF inh: 7; TEAD-YAP block: 6; GPR151 activ: -0.8; FBW7 activator: 0.5

How did COc1ccc(C2CC(=O)C3=C(C2)NC(C)=C(C(=O)OCc2ccccc2)C3c2cccc(F)c2)cc1 (centres undefined) do in these assays?
MITF inh: -9; TEAD-YAP block: -5; GPR151 activ: 0.7; FBW7 activator: -0.1

Results for Cc1ccc(N2C(=O)C3C(C2=O)C2(C)C=CC3(C)O2)c([N+](=O)[O-])c1 (centres undefined) ?
MITF inh: 13; TEAD-YAP block: 4; GPR151 activ: -1.0; FBW7 activator: 0.7

How did COc1cccc2cc(-c3nc(-c4cc5ccccc5oc4=O)cs3)c(=O)oc12 do in these assays?
MITF inh: -10; TEAD-YAP block: -6; GPR151 activ: 0.8; FBW7 activator: 0.6

What do the screens show for `COc1ccccc1CN(Cc1cc2cc(C)ccc2n2nnnc12)C(=O)c1ccco1`?
MITF inh: 11; TEAD-YAP block: 3; GPR151 activ: 1.9; FBW7 activator: 0.0

What do the screens show for `CC(C)(C)C1CCc2c(sc(NC(=O)CCCOc3ccc(Cl)cc3Cl)c2C#N)C1` (centres undefined)?
MITF inh: 2; TEAD-YAP block: -1; GPR151 activ: 0.1; FBW7 activator: -0.1

Results for C/C(CC(=O)Nc1ccc(Nc2ccccc2)cc1)=N\NC(=O)Cc1ccccc1 ?
MITF inh: -1; TEAD-YAP block: -25; GPR151 activ: 0.6; FBW7 activator: 0.0

What do the screens show for `O=C(CCn1c(=O)[nH]c2ccccc21)NCC1Cc2cc(-c3cncnc3)cc(Cl)c2O1` (centres undefined)?
MITF inh: 3; TEAD-YAP block: 4; GPR151 activ: 1.9; FBW7 activator: 0.4

Results for Cc1cc(C)c(NC(=O)CSc2nc(=O)n(CCCN3CCOCC3)c3c2CCCC3)c(C)c1 ?
MITF inh: 28; TEAD-YAP block: 14; GPR151 activ: -1.3; FBW7 activator: 0.1

Results for CC(C)NC(=O)CSc1ncnc2c1cnn2-c1ccccc1 ?
MITF inh: -15; TEAD-YAP block: 3; GPR151 activ: -0.7; FBW7 activator: 0.3

What do the screens show for `Nc1nonc1-c1noc(-c2ccc([N+](=O)[O-])cc2)n1`?
MITF inh: -6; TEAD-YAP block: -1; GPR151 activ: 0.4; FBW7 activator: 0.0

What do the screens show for `COc1ccc(COC(=O)C2=C(C)NC(=O)NC2c2ccccc2)cc1` (centres undefined)?
MITF inh: 7; TEAD-YAP block: -7; GPR151 activ: 0.7; FBW7 activator: 0.0

Results for O=C(/C=C\c1cn(-c2ccccc2)nc1-c1ccc(F)cc1)Nc1ccc(C(=O)O)cc1 ?
MITF inh: 17; TEAD-YAP block: -14; GPR151 activ: 1.9; FBW7 activator: 0.7

What do the screens show for `CCC1CCCCN1Cc1ccc(C(=O)NCc2cn3cc(C)sc3n2)c(=O)[nH]1` (centres undefined)?
MITF inh: -10; TEAD-YAP block: -8; GPR151 activ: 1.2; FBW7 activator: 0.0

What do the screens show for `CC(=O)N1Cc2ccccc2CC1C(=O)Nc1cc(C)ccc1C` (centres undefined)?
MITF inh: 8; TEAD-YAP block: -4; GPR151 activ: 2.9; FBW7 activator: -0.1

What do the screens show for `Cc1ccc(NC(=O)CCN2CC(C)CC(C)C2)cc1C` (centres undefined)?
MITF inh: -1; TEAD-YAP block: -12; GPR151 activ: 0.1; FBW7 activator: -0.2

What do the screens show for `CC(C(=O)N1CCc2ccccc2C1)N1C(=O)NC(c2ccccc2)(c2ccccc2)C1=O` (centres undefined)?
MITF inh: -3; TEAD-YAP block: -5; GPR151 activ: 0.7; FBW7 activator: -0.1

Results for Cc1csc(NC(=O)CN2CCC(C(=O)c3ccc4c(c3)OCCO4)CC2)n1 ?
MITF inh: 10; TEAD-YAP block: 3; GPR151 activ: 2.3; FBW7 activator: -0.2

What do the screens show for `O=C(CSc1nc2ccccc2c(=O)n1CC1CCC(C(=O)NCc2ccco2)CC1)NCCc1ccccc1` (centres undefined)?
MITF inh: 13; TEAD-YAP block: 9; GPR151 activ: 0.1; FBW7 activator: 0.2

Results for O=[N+]([O-])c1cccc(CN2CCCCCC2)c1 ?
MITF inh: 4; TEAD-YAP block: 1; GPR151 activ: -0.2; FBW7 activator: -0.2

Results for C#CC(C)(C)NC(=O)CN(c1cc(Cl)ccc1OC)S(=O)(=O)c1ccc(C)cc1 ?
MITF inh: 5; TEAD-YAP block: -8; GPR151 activ: 1.2; FBW7 activator: 0.2

What do the screens show for `CC(=O)Nc1ccccc1Nc1cc(Nc2ccc3c(c2)CC(=O)N3)ncc1C(F)(F)F`?
MITF inh: 7; TEAD-YAP block: 41*; GPR151 activ: -1.0; FBW7 activator: 0.0

What do the screens show for `COc1ccc(/C=C/C(=O)OCCN(C)C)cc1`?
MITF inh: 2; TEAD-YAP block: -3; GPR151 activ: -0.5; FBW7 activator: -0.1

What do the screens show for `COc1ccc(CCNC(=O)CSc2nc3n[nH]c(C)c3c(=N)n2-c2ccc(Cl)c(C)c2)cc1OC`?
MITF inh: -3; TEAD-YAP block: 6; GPR151 activ: -0.4; FBW7 activator: 0.8

Results for CC(=O)c1cccc(NC(=O)c2ccc(NS(C)(=O)=O)cc2)c1 ?
MITF inh: 18; TEAD-YAP block: -4; GPR151 activ: -0.9; FBW7 activator: 1.2

What do the screens show for `COC(=O)c1ccc(CNc2cccc(F)c2)cc1`?
MITF inh: 0; TEAD-YAP block: -12; GPR151 activ: 0.8; FBW7 activator: -0.1

How did CCCCCn1c(SCc2c(F)cccc2Cl)nc2c1c(=O)[nH]c(=O)n2C do in these assays?
MITF inh: 2; TEAD-YAP block: 1; GPR151 activ: -1.8; FBW7 activator: 0.0

What do the screens show for `Cc1cc(C)c(S(=O)(=O)Nc2ccccc2C)c(C)c1`?
MITF inh: 6; TEAD-YAP block: -2; GPR151 activ: -0.6; FBW7 activator: 0.6

How did O=C(COC(=O)c1cnc(Cl)c(Cl)c1)NCc1ccco1 do in these assays?
MITF inh: 11; TEAD-YAP block: 0; GPR151 activ: 1.3; FBW7 activator: -0.1

What do the screens show for `CCOC(=O)C1=CN(C(C)C)C=C(C(=O)OCC)C1c1cccc(O)c1`?
MITF inh: -5; TEAD-YAP block: -4; GPR151 activ: 1.1; FBW7 activator: -0.1

How did Cc1nc(N2CCOCC2)c2c(C)c(C(=O)Nc3ccc4c(c3)OCCO4)sc2n1 do in these assays?
MITF inh: -2; TEAD-YAP block: -9; GPR151 activ: 0.9; FBW7 activator: 0.0

What do the screens show for `Fc1ccc(-c2cc(N3CCOCC3)nc(-c3ccccn3)n2)cc1`?
MITF inh: 4; TEAD-YAP block: 0; GPR151 activ: -0.4; FBW7 activator: 0.1

How did O=C(Nc1ccc(NC(=O)c2ccc3c(c2)OCCO3)cc1)c1ccc(Br)cc1 do in these assays?
MITF inh: -3; TEAD-YAP block: -17; GPR151 activ: 1.2; FBW7 activator: 0.0

Seven structures already listed, arranged by number of heavy atoms, smallest number first.
What do the screens show for `COC(=O)c1ccc(CNc2cccc(F)c2)cc1`?
MITF inh: 0; TEAD-YAP block: -12; GPR151 activ: 0.8; FBW7 activator: -0.1

What do the screens show for `Cc1cc(C)c(S(=O)(=O)Nc2ccccc2C)c(C)c1`?
MITF inh: 6; TEAD-YAP block: -2; GPR151 activ: -0.6; FBW7 activator: 0.6

How did O=C(COC(=O)c1cnc(Cl)c(Cl)c1)NCc1ccco1 do in these assays?
MITF inh: 11; TEAD-YAP block: 0; GPR151 activ: 1.3; FBW7 activator: -0.1

Results for CC(=O)c1cccc(NC(=O)c2ccc(NS(C)(=O)=O)cc2)c1 ?
MITF inh: 18; TEAD-YAP block: -4; GPR151 activ: -0.9; FBW7 activator: 1.2

What do the screens show for `CCOC(=O)C1=CN(C(C)C)C=C(C(=O)OCC)C1c1cccc(O)c1`?
MITF inh: -5; TEAD-YAP block: -4; GPR151 activ: 1.1; FBW7 activator: -0.1

What do the screens show for `COc1ccc(CCNC(=O)CSc2nc3n[nH]c(C)c3c(=N)n2-c2ccc(Cl)c(C)c2)cc1OC`?
MITF inh: -3; TEAD-YAP block: 6; GPR151 activ: -0.4; FBW7 activator: 0.8

What do the screens show for `O=C(CSc1nc2ccccc2c(=O)n1CC1CCC(C(=O)NCc2ccco2)CC1)NCCc1ccccc1` (centres undefined)?
MITF inh: 13; TEAD-YAP block: 9; GPR151 activ: 0.1; FBW7 activator: 0.2

(further entries)
How did Cc1cnc(Nc2ccncc2)nc1NCc1cccc(C(F)(F)F)c1 do in these assays?
MITF inh: 7; TEAD-YAP block: 45*; GPR151 activ: 1.9; FBW7 activator: -0.1

How did CCC(C)Sc1nc2c(c(=O)[nH]1)C(c1ccncc1)C1=C(CCCC1=O)N2 (centres undefined) do in these assays?
MITF inh: 15; TEAD-YAP block: -1; GPR151 activ: -0.8; FBW7 activator: 0.1

Results for O=C(Cc1ccc(N2CCC(NCCc3ccncc3)CC2)cc1)NCc1ccccc1 ?
MITF inh: 7; TEAD-YAP block: 4; GPR151 activ: 1.0; FBW7 activator: 0.0

Results for Cc1ccc(C(=O)Nc2sc3c(c2C(=O)N2CCN(Cc4ccccc4)CC2)CCC3)cc1 ?
MITF inh: 12; TEAD-YAP block: 7; GPR151 activ: -1.1; FBW7 activator: 0.5

Results for COc1ccc(NC(=O)CSc2nc3c(c(=O)[nH]2)CCC3)cc1OC ?
MITF inh: -24; TEAD-YAP block: 0; GPR151 activ: 0.1; FBW7 activator: 0.0

What do the screens show for `CCOc1ccc(NC(=O)C(=O)NCCO)cc1`?
MITF inh: -5; TEAD-YAP block: -22; GPR151 activ: 1.2; FBW7 activator: -0.1

What do the screens show for `CCC(C)NC(=O)C1c2ccccc2C(=O)N1C1CCCCCC1` (centres undefined)?
MITF inh: -12; TEAD-YAP block: -1; GPR151 activ: 1.6; FBW7 activator: -0.1

How did c1ccc(Nc2nc(NCc3cccnc3)c3ncn(C4CCCCC4)c3n2)cc1 do in these assays?
MITF inh: 21; TEAD-YAP block: -4; GPR151 activ: -1.0; FBW7 activator: 0.1

What do the screens show for `O=C(NCCN1CCOCC1)c1csc(Nc2ccc(C(F)(F)F)cc2)n1`?
MITF inh: 1; TEAD-YAP block: 0; GPR151 activ: -1.5; FBW7 activator: 0.1

What do the screens show for `COC(=O)c1c(NC(=O)C(F)(F)F)sc(Cc2ccccc2)c1C`?
MITF inh: -7; TEAD-YAP block: 5; GPR151 activ: 0.6; FBW7 activator: 0.0

Results for CCCCSC1=C(C#N)C(=O)NC(c2ccc(OC)cc2)S1 (centres undefined) ?
MITF inh: -4; TEAD-YAP block: 1; GPR151 activ: 0.5; FBW7 activator: -0.2

Results for CNC(=O)c1ccc(C(=O)c2cc(OC)ccc2OC)cc1 ?
MITF inh: 14; TEAD-YAP block: 9; GPR151 activ: 1.0; FBW7 activator: 0.4

How did CCCCNC(=O)CCc1c(C)nc2cc(-c3ccccc3OC)nn2c1C do in these assays?
MITF inh: -15; TEAD-YAP block: 0; GPR151 activ: -0.3; FBW7 activator: -0.3

What do the screens show for `Cc1nc2ccccc2nc1SCC(=O)O`?
MITF inh: 1; TEAD-YAP block: -6; GPR151 activ: 0.5; FBW7 activator: 0.2

How did CCOC(=O)Cn1cc(C(C)=O)c2ccccc21 do in these assays?
MITF inh: 13; TEAD-YAP block: 4; GPR151 activ: 1.1; FBW7 activator: -0.1

How did Cc1cccc(-c2nnc(NC(=O)Cc3ccccc3)s2)c1 do in these assays?
MITF inh: 6; TEAD-YAP block: -16; GPR151 activ: -0.8; FBW7 activator: 0.2

What do the screens show for `COc1ccc(CC(=O)NNC(=O)c2ccc(SCc3ccccc3C)c([N+](=O)[O-])c2)cc1`?
MITF inh: -9; TEAD-YAP block: -6; GPR151 activ: -0.2; FBW7 activator: 0.0

What do the screens show for `C/C(=N\Nc1nc(C)cc(=O)[nH]1)c1ccc(Br)cc1`?
MITF inh: 13; TEAD-YAP block: -4; GPR151 activ: 0.5; FBW7 activator: 0.1

How did O=C(NNC1CC(=O)N(c2ccc(Cl)cc2)C1=O)c1ccccc1 (centres undefined) do in these assays?
MITF inh: 13; TEAD-YAP block: -1; GPR151 activ: -0.1; FBW7 activator: 1.1
